S aureus QS inh = S. aureus quorum sensing inhibitors, primary screen, RNAIII-GFP reporter, flow cytometry; S. aureus RN6390 RNAIII-GFP reporter, AIP-induced, flow cytometry 3 h; inhibition, % at 2 µM; hit rate 0.3% among 24,000; AID 527, 2006;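 active = share of bacteria positive for the green fluorescent reporter and its mean brightness both inhibited by 50% or more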;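 also: 0% = AIP-stimulated control and 100% = unstimulated bacteria without AIP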
S aureus QS inh GFP MFI % = further read-out of S aureus QS inh, marked with its call; inhibition, %; measured here: inhibition of GFP MFI
The depositor's hits bear a star. The list is partial; count on the stated rates, not on these rows.

SMILES	S aureus QS inh	S aureus QS inh GFP MFI %
CCOCCCn1c(=S)[nH]c2cc(C(=O)NCCOC)ccc2c1=O	-6	-16
CCOC(=O)N1CCC(Nc2nc3ccccc3n3nnnc23)CC1	1	4
CCC(=O)Nc1ccc(C(=O)Nc2ccc3c(c2)OCO3)cc1	1	0
COc1ccc(CNC(=O)Cc2nn(C)c(=O)c3ccccc23)cc1	-2	-3
Cc1ccc(S(=O)(=O)NCCOC(=O)Nc2sc(=S)n(C)c2C)cc1	0	4
CCC(CC)C(=O)Nc1cc(C)c2c(=O)oc3ccccc3c2n1	5	78
Cc1nc(SCc2cccc(F)c2)[nH]c(=O)c1C#N	0	-4
CCOC(=O)c1cc2c(=O)[nH]ccc2nc1C	2	10
CCSc1ccc2nnc(-c3ccc(F)cc3)n2n1	0	5
COc1ccc(N2C(=O)C3CCCN3C2c2ccccc2Cl)cc1 (stereo not given)	0	-6
CC(=O)Nc1c2c(nn1-c1ccc(C)cc1C)CSC2	-4	-11
Cc1ccc(-n2c(Cn3cnc4ccccc43)nnc2SCC(=O)O)cc1	-2	-8
CC(NS(=O)(=O)c1ccccc1)C(c1cccs1)N1CCN(c2ccccc2)CC1 (stereo not given)	6	26
COc1ccccc1N(CC(=O)NCc1ccccc1)S(C)(=O)=O	4	44
Cc1nn(Cc2ccc(Cl)c(Cl)c2)c(C)c1NC(=O)c1cc(C2CC2)on1	-5	-21
CC(C)(Oc1ccc(Cl)cc1)C(=O)NCc1ccncc1	2	11
CC(C)(C)c1[nH]nc2c1C(c1ccc(OC(=O)c3ccco3)cc1)C(C#N)=C(N)O2 (stereo not given)	1	1
Clc1cccc2sc(N3CCCC3)nc12	-2	4
COc1ccc(N2Cc3cccc(C(=O)N4CCOCC4)c3C2=O)cc1	-4	-9
Cc1c(Br)c(C(F)(F)F)nn1CC(=O)NCCN1CCOCC1	0	8
CC(=O)c1c(C)[nH]c(C(=O)NCc2cccs2)c1C	0	6
CCN(CCCNC(=O)Cn1ncc2c(=O)oc3ccccc3c21)c1cccc(C)c1	2	9
COc1cc2c3c(c1)/C(=C1/SC(NC(C)=O)=NC1=O)C(=O)N3C(C)(C)C=C2C	-1	-20
COc1ccc(N(C(=O)C2CCCCC2)C2C=CS(=O)(=O)C2)c(OC)c1 (stereo not given)	-1	-2
COc1ccc(C(=O)NC(=O)CSc2nnc(-c3ccco3)n2-c2ccccc2)cc1	40	48
COCCNC(=O)CSc1nc2ccccc2c2nc(C)nn12	-2	-14
N#Cc1nc(-c2cccs2)oc1NCc1ccc(Cl)cc1	0	-1
Cc1ccccc1-n1nc(C)c2cc(C(=O)NCc3cccnc3)sc21	1	4
CC1CC(=O)N(CC(=O)N2CCCC2)c2ccccc2S1 (stereo not given)	-12	-20
O=C(c1cnn2c(C(F)F)cc(C3CC3)nc12)N1CCOCC1	0	3
COC(=O)C1=C(C)NC(=O)C1(Nc1ccc(Cl)cn1)C(F)(F)F (stereo not given)	1	0
CCOC(=O)CSc1nnc(NC(=O)c2cccc(S(=O)(=O)N3CCCCC3)c2)s1	0	13
O=C(NCCSCc1ccccc1)c1cc(S(=O)(=O)N2CCOCC2)ccc1F	4	-2
OC(c1ccccn1)c1c[nH]c2ccccc12 (stereo not given)	-4	-15
CCOC(=O)Cn1c(=O)oc2cc(S(=O)(=O)N3CCCc4ccccc43)ccc21	-5	-11
CN(C)C(=O)CSc1nnc2sc3ccccc3n12	-2	-4
COC(=O)c1ccc(Cn2cnc3c(cnn3-c3ccc(Cl)cc3)c2=O)o1	3	10
CCOc1ccc(C(c2nnnn2Cc2ccccc2)N2CCN(C(=O)c3ccco3)CC2)cc1 (stereo not given)	13	30
CSc1cccc(NC(=O)C2CCCN(S(=O)(=O)c3cnc[nH]3)C2)c1 (stereo not given)	1	9
Clc1ccc(C2CC(c3cccs3)n3ncnc3N2)cc1Cl (stereo not given)	6	20
Cc1ccccc1-n1c(=O)cc(NCc2ccc3c(c2)OCO3)[nH]c1=O	-2	-14
Cc1cc(C)nc(/N=C2\NC(=O)CC(C(=O)O)N2c2ccc(Cl)cc2)n1 (stereo not given)	0	2
CCOC(=O)Cn1c(CN2CCOCC2)nc2c1c(=O)[nH]c(=O)n2C	0	7
O=C(NCCCN1CCc2ccccc2C1)C1CCN(S(=O)(=O)N2CCCC2)CC1	-2	-36
COc1ccccc1CNC(=O)c1cc2c(s1)CS(=O)(=O)C2	-2	-3
CCOC(=O)CN1CC23C=CC(O2)C(C(=O)Nc2ccc(F)cc2)C3C1=O (stereo not given)	0	-12
Cc1nc(C)c2c(c1C(F)(F)F)-c1ccccc1C2(F)F	-3	-16
Cc1nc2ccc(S(=O)(=O)NCC(=O)O)cc2s1	-2	6
COCCOC(=O)c1c(C)oc2ccc(NS(=O)(=O)c3ccc(F)cc3)cc12	-1	-5
CCN(CCCNC(=O)CCNC(=O)Cn1cnc2ccccc2c1=O)c1ccccc1	-4	2
CCn1cc(C(=O)Nn2cnnc2)c(=O)c2ccc(C)nc21	1	8
CC(C)N(Cc1nc(-c2ccccc2)no1)S(=O)(=O)c1ccccc1	1	6
CN(C(=O)c1cnc(N2CCN(c3ncccn3)CC2)c2ccccc12)c1ccc(Cl)cc1	11	7
CCOc1ccc(-c2cc(CCCC(=O)NCc3cccnc3)no2)cc1	4	8
COc1ccc(-c2nnc3ccc(SCC(=O)NCc4ccco4)nn23)cc1OC	-5	-25
Cc1ccc(C)c(CN2CCCNC2=O)c1	0	-5
Cc1ccc(-n2c3c(cc(C(=O)NCCCN4CCOCC4)c2=O)C(=O)CC(C)(C)C3)cc1	-1	-66
Nc1ccc(-n2nncc2-c2ccco2)cc1	-1	-33
CCOC(=O)C(NC(=O)C1CCCN1C(=O)OCc1ccccc1)C(=O)OCC (stereo not given)	-2	-7
Cc1cc(=O)oc(C)c1C(=O)N1CCc2c([nH]c3ccccc23)C1C(C)C (stereo not given)	2	0

2 entries from above, reformatted:
SMILES | S aureus QS inh | S aureus QS inh GFP MFI %
Cc1nc(C)c2c(c1C(F)(F)F)-c1ccccc1C2(F)F | -3 | -16
Cc1nc2ccc(S(=O)(=O)NCC(=O)O)cc2s1 | -2 | 6

One compound at a time (already shown). Order of screens: S aureus QS inh, S aureus QS inh GFP MFI %
Nc1ccc(-n2nncc2-c2ccco2)cc1 is entered as -1, -33
CCOC(=O)CN1CC23C=CC(O2)C(C(=O)Nc2ccc(F)cc2)C3C1=O (stereo not given) is entered as 0, -12
Cc1nc(C)c2c(c1C(F)(F)F)-c1ccccc1C2(F)F is entered as -3, -16
Cc1ccc(-n2c3c(cc(C(=O)NCCCN4CCOCC4)c2=O)C(=O)CC(C)(C)C3)cc1 is entered as -1, -66

Continuation:
SMILES	S aureus QS inh	S aureus QS inh GFP MFI %
COc1ccc2oc(=O)c(-c3nnc(NCc4ccco4)s3)cc2c1	10	19
Clc1cccc(N2CCN(Cc3nc(-c4ccccc4)no3)CC2)c1	0	0
COc1ccc(-c2cc(C(F)(F)F)nc(S(C)(=O)=O)n2)cc1OC	3	12
O=C(Nc1nonc1NC(=O)C1CCCCC1)C1CCCCC1	-2	-34
CC(C)NC(=O)C1(O)c2ccccc2NC(=O)N1c1ccc(Cl)c(Cl)c1 (stereo not given)	0	-20
COc1ccc(N2CCN(C(c3ccco3)c3sc4nc(C)nn4c3O)CC2)cc1 (stereo not given)	0	-23
CCOC(=O)N1CCN(Cc2cc(=O)oc3ccc4ccccc4c23)CC1	4	25
O=C(CCN1C(=O)COc2ccccc21)NCCN1CCOCC1	-1	-17
O=C(O)CCN1C(=O)CC2(CCCCC2)C1=O	-5	-3
COc1ccc(C(C)NC(=O)C2C(=O)NC3(C)CC2c2ccccc2O3)cc1 (stereo not given)	0	22
COc1ccc(C2C3=C(OC(C)=O)c4ccccc4C3=Nc3c2c(=O)n(C)c(=O)n3C)cc1 (stereo not given)	0	-1
CC1CC(C)CN(S(=O)(=O)c2ccc(NC(=O)C3COc4ccccc4O3)cc2)C1 (stereo not given)	1	16
Cc1cc2cc(CCNS(C)(=O)=O)c(=O)[nH]c2cc1C	-2	-10
CCOc1ccccc1C(=O)N(CN1CCCC1=O)c1ccc(C)c(Cl)c1	0	-17
CCOC(=O)N1CCN(C(=O)c2ccccc2NC(=O)COc2ccccc2C)CC1	0	-5
Cc1cc(C)cc(N(CC(=O)N2CCc3ccccc32)S(=O)(=O)c2c(C)noc2C)c1	0	14
Cc1nnc(SCC(=O)Nc2nccs2)[nH]c1=O	2	4
O=C(NCc1ccc(Cl)cc1)C1C2C=CC3(CN(Cc4cccnc4)C(=O)C13)O2 (stereo not given)	-2	2
COc1ccc(NC(=O)NCCCN2CCN(c3cc(C)ccc3C)CC2)cc1	-4	-2
Cc1ccc(S(=O)(=O)NC(=O)c2cc(C)n(CCCn3ccnc3)c2C)cc1	0	-15
CCn1c(SCC(=O)NC)nnc1C(C)C	-10	-42
C=CCN1C(=O)C2(C(C#N)=C(N)Oc3n[nH]c(CCC)c32)c2ccccc21 (stereo not given)	-2	-21
COc1ccccc1C(=O)Nc1c2c(nn1-c1cccc(C)c1C)CS(=O)(=O)C2	-1	-4
O=C(Nc1ccc(S(=O)(=O)N2CCCC2)cc1)C1COc2ccccc2O1 (stereo not given)	-1	-2
Cc1nn(Cc2ccc(C(=O)NC(C)(C)C)o2)c(C)c1Br	-3	-7
O=S(=O)(c1ccccc1)c1nc(-c2cccs2)oc1NCC1CCCO1 (stereo not given)	0	11
O=C(NCc1cccnc1)c1cn(CCc2ccccc2)nn1	0	8
Cc1nc(CNS(=O)(=O)c2cc(C)c(C)cc2C)cs1	-1	-8
C=CCOC(=O)c1[nH]c2c(c1C)C(=O)CC(c1cc(OC)c(OC)c(OC)c1)C2 (stereo not given)	-3	-11
CCOC(=O)N1CCN(c2c(NCC3CCCO3)c(=O)c2=O)CC1 (stereo not given)	0	6
COc1ccc(OC)c(N(CC(=O)Nc2cccnc2)S(=O)(=O)c2ccc(OC)c(OC)c2)c1	-2	0
CCCS(=O)(=O)N1CCCC(C(=O)NC2CCCCC2)C1 (stereo not given)	-3	-10
O=C1CN(C(=O)c2ccco2)C(c2ccc(F)cc2)c2cc(Cl)ccc2N1 (stereo not given)	-2	-37
CCCN1Cc2cccc(C(=O)NC3CCCC3)c2C1=O	3	35
Oc1ccc2cccnc2c1	-1	-39
Cc1ccc(C)c(N2CCN(C(=O)C3CCN(S(=O)(=O)c4cccc5nsnc45)CC3)CC2)c1	2	9
CC(C)OC(=O)c1nnn(-c2nonc2N)c1CSc1ccccn1	-2	-5
CCN(Cc1nc2ccccc2c(=O)[nH]1)Cc1nc2cc(OC)c(OC)cc2c(=O)[nH]1	0	24
Cc1nnc(NCc2n[nH]c(=O)c3ccccc23)c2ccccc12	2	1
CCCOc1cccc(C(=O)Nc2cc(NC(=O)c3ccco3)ccc2OC)c1	16	27
COc1cc(C(=O)Nc2cc(-c3ccccc3)[nH]n2)cc(OC)c1OC	0	3
CCOC(=O)Cn1nnnc1CN(Cc1ccc(OC)cc1)Cc1cc2cc(C)ccc2[nH]c1=O	0	14
N#Cc1ccccc1Cn1c(=O)n(CCC(=O)NCc2ccco2)c(=O)c2ccccc21	-1	13
CCOc1ccccc1NC(=O)CSc1c(C)n[nH]c1C	-1	1
CCCc1nn(CCc2ccccn2)c(N)c1CC	-1	-1
CC(=O)c1cccc(NS(=O)(=O)c2c(C)n[nH]c2C)c1	-1	-12
COc1ccc(NC(=O)NCCN2CCN(c3cccc(Cl)c3)CC2)cc1	0	12
C=CCN=C1SCC(=O)N1S(=O)(=O)c1ccc(C)cc1	0	-4
COc1ccccc1N1C(=O)c2ccccc2NC1c1ccncc1 (stereo not given)	0	3
COC(=O)c1ccc2c(=O)sc(N3CCC(C(N)=O)CC3)nc2c1	0	3
COc1ccccc1NC1=C(C)C(=O)CC1	-1	-6
CN1CCN(C(=O)c2cc(-c3cccc(Cl)c3)on2)CC1	-5	-16
Cc1c(C(=O)N2CCN(c3ccccc3F)CC2)sc2ncn(CC(=O)N3CCOCC3)c(=O)c12	2	7
CCC(=O)Oc1ccc2c(C)cc(=O)oc2c1C	0	4
COc1ccc(S(=O)(=O)n2nc(OC(=O)C3CCCCC3)cc2N)cc1	-5	-5
COc1ccc(C(=O)N2CCOCC2)cc1Br	-4	-16
O=C(Cn1c(S(=O)(=O)Cc2ccccc2)nc2ccccc21)N1CCCCC1	-1	2
O=C(NCC1COc2ccccc2O1)C1CCN(S(=O)(=O)c2cccc3nsnc23)CC1 (stereo not given)	0	4
Nc1ccc(Sc2nnnn2-c2ccccc2)c(Cl)c1	0	3
COc1ccc(N2C(=O)C3CCCN3C2c2ccc(C)cc2)cc1Cl (stereo not given)	-8	-28

Continuation:
SMILES	S aureus QS inh	S aureus QS inh GFP MFI %
CC(C)c1cc(C(=O)Nc2ccc3c(c2)OCO3)no1	4	18
COc1ccc(CC(=O)Nc2oc(-c3ccccc3)c(-c3ccccc3)c2C#N)cc1OC	10	18
Cc1ccc2c(c1)N(CCC(=O)NCC1COc3ccccc3O1)C(=O)CO2 (stereo not given)	4	8
Cc1ccc(N(C(C)C(=O)O)S(=O)(=O)c2c(C)[nH]c(=O)[nH]c2=O)cc1 (stereo not given)	-1	-1
COc1cccc(OCC(O)CN2CC(C)CC(C)C2)c1 (stereo not given)	10	29

By substructure: those above with a COOH group
SMILES	S aureus QS inh	S aureus QS inh GFP MFI %
Cc1ccc(-n2c(Cn3cnc4ccccc43)nnc2SCC(=O)O)cc1	-2	-8
Cc1cc(C)nc(/N=C2\NC(=O)CC(C(=O)O)N2c2ccc(Cl)cc2)n1 (stereo not given)	0	2
Cc1nc2ccc(S(=O)(=O)NCC(=O)O)cc2s1	-2	6
O=C(O)CCN1C(=O)CC2(CCCCC2)C1=O	-5	-3
Cc1ccc(N(C(C)C(=O)O)S(=O)(=O)c2c(C)[nH]c(=O)[nH]c2=O)cc1 (stereo not given)	-1	-1

Bioassay records as filed in PubChem BioAssay.
